# Bioassay records as filed in PubChem.
# HADH2 inhib: inhibitors of human HADH2 dehydrogenase; Potency, µM (highest dose often 57.1 µM), without a hit: at the top dose activity change, negative = inhibition, most hits filed as inhibitors; recombinant HADH2, NADH fluorescence, beta-hydroxybutyryl-CoA; 73,000 tested, 3.4% active; Q99714; also: potency is read from the fitted curve at half-maximal effect; % is scaled to controls: 0 for no effect and ±100 for the full control effect; nearly all actives have a fitted effect of over 60% in size; many of its hits are not listed in these tables
# Target sequence (Q99714 whole entry, looked up, one chain of several): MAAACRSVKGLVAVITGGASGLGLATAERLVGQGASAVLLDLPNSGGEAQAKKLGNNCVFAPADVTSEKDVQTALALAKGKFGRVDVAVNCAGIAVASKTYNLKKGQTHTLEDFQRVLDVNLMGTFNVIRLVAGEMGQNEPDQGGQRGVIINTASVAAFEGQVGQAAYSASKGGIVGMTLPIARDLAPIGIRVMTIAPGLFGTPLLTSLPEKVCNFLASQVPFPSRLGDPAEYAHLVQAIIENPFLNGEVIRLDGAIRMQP
#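 His-tagged recombinant enzyme from E. coli, 20 nM, preincubated 15 min RT with compound; reaction started with 1 mM NAD+ and 90 uM beta-hydroxybutyryl-CoA in 100 mM Tris-HCl pH 9.0. NADH fluorescence (ex 360/em 450) read over 4 min; last-minus-first difference.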
# CRE Fsk mod: alters forskolin-stimulated CRE reporter signaling in CHO cells. Potency, µM (titrated, usually from 38.2 µM), for inactives: top-dose activity change, negative = inhibition, hits mostly activators. CHO CRE-bla reporter (cAMP response element driving beta-lactamase), forskolin EC10, beta-lactamase ratio. 71,000 tested, 2.5% active; active = well fitted activation curve with a large enough effect in the signal ratio, with a control signal flat, not every such curve was filed as active; inconclusive = small, poorly fitted or top-dose-only effect, or effect the other way, or a change in a side signal; the % refers to the signal ratio; also: potency is read from the fitted curve at half-maximal effect; % of control where 0% means no effect
#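 The 460nm/530nm emission ratio after CCF4 loading defined %Activity, from which AC50 values were obtained. CRE-bla CHO cells received compound dilution series together with an EC10 level of NKH 477 for 3 hours at 37 degrees Celsius.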
# USP2a inh: USP2a (human) protease inhibition | O75604 | USP2a enzymatic assay, qHTS inhibition | Potency, µM (series often up to 38.3 µM), inactives show top-dose activity change, negative = inhibition, actives largely listed as inhibitors | 60,000 tested, 0.1% active;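 also: potency is read from the fitted curve at half-maximal effect; nearly all actives have a fitted effect of over 60% in size; plate controls were DMSO for no effect and NEM full inhibition control for full effect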
#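 USP2 core (20nM final) preincubated 30 min RT with compound, then Ub-PLA2 20nM and NBD C6-HPC 20uM final added; buffer 20mM Tris-HCl pH 8.0, 2mM CaCl2. Fluorescence Ex 460/Em 535 read at 0 and 2.5 h; normalized to NEM.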
# ALOX15 inhib: inhibitors of human 15-lipoxygenase (ALOX15); P16050; purified 15hLO-1, xylenol orange hydroperoxide absorbance; Potency, µM (series often up to 57.1 µM), for inactives: top-dose activity change, negative = inhibition, actives largely listed as inhibitors; 74,000 tested, 1.4% active; also: potency is read from the fitted curve at half-maximal effect; % is scaled to controls: 0 for no effect and ±100 for the full control effect; nearly all actives have a fitted effect of over 55% in size
# Target sequence (P16050 whole entry, looked up): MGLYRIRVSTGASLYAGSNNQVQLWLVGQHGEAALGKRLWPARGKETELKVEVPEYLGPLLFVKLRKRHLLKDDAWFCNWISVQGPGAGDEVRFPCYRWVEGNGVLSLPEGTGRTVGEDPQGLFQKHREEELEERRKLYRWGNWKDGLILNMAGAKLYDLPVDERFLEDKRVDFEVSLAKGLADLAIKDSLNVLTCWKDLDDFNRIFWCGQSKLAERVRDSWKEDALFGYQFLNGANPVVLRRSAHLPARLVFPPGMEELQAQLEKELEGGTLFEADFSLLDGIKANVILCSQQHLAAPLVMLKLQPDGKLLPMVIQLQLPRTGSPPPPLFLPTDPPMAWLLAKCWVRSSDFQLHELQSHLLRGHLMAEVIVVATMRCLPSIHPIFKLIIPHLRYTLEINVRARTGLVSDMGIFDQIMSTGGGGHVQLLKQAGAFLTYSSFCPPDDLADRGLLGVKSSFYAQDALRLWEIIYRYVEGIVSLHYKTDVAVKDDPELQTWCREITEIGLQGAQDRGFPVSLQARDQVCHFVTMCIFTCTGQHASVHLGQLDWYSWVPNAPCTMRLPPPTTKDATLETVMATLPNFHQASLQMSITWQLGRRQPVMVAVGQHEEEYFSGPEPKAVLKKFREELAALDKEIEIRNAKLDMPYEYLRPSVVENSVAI
#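 Inhibition is scored from a chromogenic endpoint. After 15 min enzyme-compound contact, arachidonic acid (50 uM final) reacts 6 min with 40 nM 15hLO-1 at room temperature, then Fe-XO reagent is added for 30 min and absorbance ratio recorded.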
# HBB splice mod: alters splicing of the hemoglobin beta chain | Potency, µM (doses to about 46.1 µM), inactives show top-dose activation, usual class: activators | HBB splicing reporter cell assay, activation; EGFP reporter with mutant IVS2-654 intron; response scale: normalised to 500 nM splice-correcting PNA | 65,000 tested, 0.06% active; also: potency is read from the fitted curve at half-maximal effect; 0% is about no effect
#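 HeLa cells stably expressing EGFP interrupted by mutant beta-globin intron 2 (IVS2-654), 500/well in 2% FCS. Treated with compound for 2 days at 37C. Splicing correction scored as total well GFP intensity (488 nm excitation, 500-520 nm emission); 500 nM antisense PNA served as control.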
# UbGFP stabilizer: proteasome inhibitors stabilizing ubiquitin-GFP reporter | Ubiquitin-GFP reporter cells, proteasome inhibition, GFP fluorescence; response scale: untreated = 0%, 10 µM MG-132 = 100% | Potency, µM (doses to about 45.9 µM), for inactives: at the highest dose activation (GFP accumulation), actives largely listed as activators | 67,000 tested, under 10 active | AID 526; active = well fitted activation curve with a large enough effect, not every such curve was filed as active; inconclusive = small, poorly fitted or top-dose-only effect, or another doubt; inactive = no such curve, though single readings can be large or run the other way; also: potency is read from the fitted curve at half-maximal effect
#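 GFP accumulation read-out: laser plate cytometry counting ubiquitin(G76V)-GFP-expressing U2OS cells after 4 hr compound exposure at 37 °C. Titrations spanned 46 uM to 2.9 nM; 0% = basal, 100% = 10 uM MG-132; concentration-response curves fitted.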
# Hsp90 Hop PPI: changes Hsp90-Hop TPR2A binding signal, up or down; AlphaScreen TPR2A-His6 binding biotin-Hsp90 C-terminal peptide; 71,000 tested, 0.44% active; Potency, µM (doses to about 57 µM), for the others: top-dose activity change, negative = inhibition; AID 595; active = well fitted curve in either direction with a large enough effect; inconclusive = small, poorly fitted or top-dose-only effect, or another doubt; also: potency is read from the fitted curve at half-maximal effect; % is scaled to controls: 0 for no effect and ±100 for the full control effect; many of its hits are not listed in these tables
# BRCT inh green: BRCA1 BRCT-phosphoprotein interaction inhibition. P38398. BRCA1 BRCT-phosphopeptide binding, green fluorescence polarization. Potency, µM (titrated, usually from 76.9 µM), for inactives: at the highest dose activity change, negative = inhibition, usual class: inhibitors. 75,000 tested, 0.05% active. AID 875;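 also: potency is read from the fitted curve at half-maximal effect; plate controls were peptide without protein for full effect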
#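 Fluorescence polarization: His-tagged BRCT (~35 kDa BRCA1 C-terminus, 250 nM) bound to 100 nM fluorescein-labeled phosphorylated 10-aa BACH1 peptide, pH 7.3 phosphate buffer with DTT and Tween 20. Compounds incubated 12 min at room temperature; inhibition read as lowered polarization.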
# BRCT inh red: disrupts BRCA1 BRCT binding to phosphoprotein, red fluorophore readout; P38398; BRCT-phosphopeptide binding, red fluorescence polarization; Potency, µM (top dose mostly 76.9 µM), for the others: at the highest dose activity change, negative = inhibition, actives largely listed as inhibitors; 75,000 tested, 0.03% active; AID 892; also: % is scaled to controls: 0 for no effect and ±100 for the full control effect
#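 Fluorescence polarization: 100 nM His-tagged BRCA1 BRCT with 100 nM TAMRA-labelled phospho-BACH1 decapeptide, phosphate buffer pH 7.3 with 150 mM NaCl, DTT, 0.01% Tween 20; 12 min RT. Binding inhibition seen as FP decrease.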
# DNA Pol III inh: inhibitors of bacterial DNA polymerase III holoenzyme. Potency, µM (doses to about 57.1 µM), inactives show at the top dose activity change, negative = inhibition. reconstituted DNA polymerase III holoenzyme replication, biochemical. 71,000 tested, 0.25% active; also: potency is read from the fitted curve at half-maximal effect; % is scaled to controls: 0 for no effect and ±100 for the full control effect
#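 Reconstituted *E. coli* holoenzyme (0.35 nM Pol III, 1 nM beta, 154 nM SSB, 2 nM primase) was preincubated with compound for 15 min at RT. Synthesis on 1.4 nM ssM13Gori ran 35 min, then was stopped with PicoGreen/EDTA and read as dsDNA fluorescence.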
# Epigenetic mod: derepresses silenced GFP locus in mouse C127i cells. 68,000 tested, 0.09% active. Potency, µM (series often up to 46.1 µM), without a hit: at the highest dose GFP derepression (activation). mouse C127i GFP locus derepression, cytometry, 30 h; also: % of control where 0% means no effect
#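 Read-out is the number of GFP-positive cells, scored as fluorescent objects 20 to 120 um wide, reflecting derepression of a silenced CMV-GFP reporter in murine C127i cells after 30 h compound exposure at 37 C.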
# * = called active by the depositor; ? = inconclusive; / = not tested or not shown; & = joins results of further samples; [ ] = dose if it differs, or a comment. Unless noted, calls follow the shape of the dose curve; as a rule, active = well fitted curve in the direction sought with a large enough effect; inconclusive = small, poorly fitted or top-dose-only effect, or another doubt; inactive = no such curve, though single readings can be large; an effect the other way counts as inactive or inconclusive. These rows are one share of the data, so the mix of outcomes need not match the whole.
SMILES,HADH2 inhib,CRE Fsk mod,USP2a inh,ALOX15 inhib,HBB splice mod,UbGFP stabilizer,Hsp90 Hop PPI,BRCT inh green,BRCT inh red,DNA Pol III inh,Epigenetic mod
COc1ccc2c(c1)C(=O)CC(c1ccccc1F)O2 (configuration not stated),3.0%,20.1%,-6.8%,?,1.7%[9.22 µM],-15.4%,?,-7.5%,1.2%,-3.1%,-2.2%
COc1ccc(NS(=O)(=O)c2ccc(O)c(C(=O)OCC(=O)N3CC(C)OC(C)C3)c2)cc1 (configuration not stated),-13.1%,-4.7%,8.6%,0.6%,0.4%[57.5 µM],-2.3%,-0.3%,-1.6%,-0.4%,-4.9%,2.2%
COc1ccc(CCNC(=O)C(C)OC(=O)c2ccco2)cc1OC (configuration not stated),-6.1%,3.6%,8.1%,-2.8%,/,0.5%,-1.8%,-3.5%,-2.4%,-2.7%,1.9%
C=CCNC(=O)C1CC(=O)N(c2ccc(OCC(=O)Nc3ccc(OC)cc3)cc2)C1 (configuration not stated),9.1%,-5.9%,8.5%,18.1%,-0.6%,-7.1%,-1.8%,-1.7%,3.3%,-2.2%,1.8%
CC1=C(C(=O)Nc2ccccc2)C(c2ccco2)n2ncnc2N1 (configuration not stated),1.9%,-2.5%,0.8%,8.3%,1.1%,-2.5%,-2.0%,-1.8%,0.3%,-4.7%,2.2%
Cc1ccc(N2CCN(CCC(=O)O)CC2)cc1,-0.8%[11.4 µM],?,/,-1.0%[11.4 µM],2.1%[9.22 µM],4.0%[9.17 µM],-1.3%[11 µM],-2.0%[15.4 µM],0.4%[15.4 µM],-7.1%[11.4 µM],3.4%[9.22 µM]
CC(C)N(CCNC(=O)C1CCC(=O)N1Cc1ccc(F)cc1)Cc1ccccc1 (configuration not stated),10.2%,-6.2%,7.5%,6.6%,-0.9%,10.1%,-2.8%,-0.1%,-2.1%,0.6%,3.6%
Cc1c(NC(=O)CSc2nnc(-c3cccc(Cl)c3)o2)c(=O)n(-c2ccccc2)n1C,1.9%,-6.9%,-6.8%,5.6%,1.0%,4.0%,-2.5%,-2.4%,1.3%,-5.9%,-2.6%
COC(=O)c1ccccc1COn1c(=O)c[n+]([O-])c2ccccc21,7.4%,6.0%,1.8%,-21.4%,?,2.1%,-2.8%,2.7%,0.1%,-4.8%,?
Cc1ccc2c(n1)sc1c(N)ncnc12,-2.7%,?,57.9%[activator],5.2%,-2.7%[0.369 µM],-6.0%,-3.9%,-1.3%,-3.1%,-3.3%,2.2%
COc1ccc(NC(=O)c2ccc(-c3ccc(-c4noc(C)n4)cc3C)cc2)cc1N1CCN(C)CC1,4.5%&10.7%,-27.0%&-3.4%,24.5%,-12.5%[25.6 µM],3.3%,2.6%&4.9%,?,-1.8%&-2.0%,1.7%&0.6%,-1.9%&-4.5%,-1.4%&-1.1%
Cc1oc(-c2ccccc2)nc1Cn1cccc1C1=NC(c2ccccc2)CO1 (configuration not stated),-10.2%,19.1%,4.1%,-2.4%,-2.0%,0.0%,21.1%,0.4%,-1.1%,-3.0%,2.1%
Clc1ccc2nc(N3CCN(c4ccccc4)CC3)sc2c1,14.8%,-3.3%,1.4%,-7.2%,2.4%,6.7%,1.6%,-3.3%,2.9%,-10.1%,-2.6%
CCOC(=O)c1nnn(-c2nonc2N)c1CN(C)C1CCCCC1,8.8%,3.9%,-0.3%,5.5%,-1.0%,4.2%,-1.3%,1.1%,-0.1%,-5.6%,-0.3%
COc1ccc(C2OC(=O)CC2C(=O)NC(C)C)cc1 (configuration not stated),?,-16.6%,-2.3%,-13.5%,2.5%,13.3%,0.8%,-0.3%,0.3%,-5.8%,4.2%
COc1ccc(Cn2nnnc2CN2CCC(c3nc4ccccc4s3)CC2)cc1,27.9%,?,/,-2.3%,-0.1%[57.5 µM],1.1%,0.3%,-3.6%,-2.4%,3.1%,-0.9%
Cc1c(NC(=O)Nc2ccc(Cl)cc2)c(=O)n(-c2ccccc2)n1C,0.6%,-13.0%,-1.9%,9.4%,-0.3%[9.22 µM],-8.1%,-4.4%,-0.5%,1.3%,-12.0%,-0.3%
O=C1CC(c2ccncc2)c2cc3c(cc2N1)OCO3 (configuration not stated),-5.5%,-2.7%,-6.1%,-3.9%,-4.2%,13.3%,-0.1%,0.1%,0.2%,-6.0%,1.8%
COc1ccc(CCC(=O)Nc2ccc3c(c2)OCCO3)cc1,0.7%,-6.4%,5.5%,1.7%,-4.5%,-7.9%,-4.5%,-2.1%,1.3%,-2.2%,-1.6%
C=C1CCO[C@@]2([C@H](O)[C@@](C)(O)CO)NC(=O)[C@]1(O)NC2=O,-4.2%[11.4 µM],3.6%[7.6 µM],/,4.5%[11.4 µM],-1.5%[9.22 µM],-11.5%[9.17 µM],-3.1%[11 µM],-0.6%[15.4 µM],-3.4%[15.4 µM],-5.6%[11.4 µM],-2.2%[9.22 µM]
Cc1ccc(-c2nnc3n2N=C(c2ccccc2Br)CS3)cc1,?,?,34.7%[activator],-21.4%,3.8%[0.369 µM],-1.6%,-10.0%,-2.0%,0.3%,-3.8%,-2.6%
CC(C)(C)c1ccc(S(=O)(=O)N2CCCCC2C(=O)NCc2ccccn2)cc1 (configuration not stated),16.1%,11.2%,/,11.2%,-0.5%,5.1%,?,1.0%,-0.3%,0.2%,/
c1ccc2c(c1)nnn2Cc1nnc2sc(-c3ccc4c(c3)OCCO4)nn12,6.31µM*,12.8%,15.5%,12.6µM*,-0.1%,-6.5%,-1.7%,-0.7%,-1.4%,11.9%,0.0%
N#CC1=C(N)N(c2ccc(Br)cc2)C2=C(C(=O)CCC2)C1c1cccnc1 (configuration not stated),-5.5%,-11.7%,10.0%,7.2%,0.5%,0.0%,-3.4%,-3.0%,-2.4%,-1.7%,0.2%
Cc1ccc2c(CN3C(=O)NC(C)(c4ccc5c(c4)OCO5)C3=O)cc(=O)oc2c1 (configuration not stated),0.7%,?,36.2%[activator],-25.3%,0.6%,0.3%,-3.0%,1.8%,-1.7%,-3.5%,-2.3%
O=C(NCc1cccnc1)c1cnc2sccn2c1=O,25.1µM*,4.8%,/,5.4%,-0.6%,5.5%,-3.1%,-5.5%,-3.9%,2.2%,/
CCOc1ccccc1NC(=O)N1CCCC1C(=O)Nc1ccc(NC(C)=O)cc1 (configuration not stated),11.4%,0.2%,29.2%,-1.2%,/,-2.4%,1.7%,-0.8%,-0.1%,-2.4%,5.7%
Cc1ccc(Nc2cc(C)nc3ncnn23)c(Cl)c1,5.3%,11.7%,/,0.3%,-0.6%,-5.8%,-3.2%,-0.1%,0.5%,-3.0%,-9.6%
Cc1cc(C(F)F)n2ncc(C(=O)N3CCc4ccccc4C3)c2n1,11.3%,2.5%,3.2%,2.2%,-0.9%,4.9%,-0.3%,-2.3%,0.0%,-1.8%,-2.7%

# 2 of these compounds in a different format:
# Values run as follows: HADH2 inhib | CRE Fsk mod | USP2a inh | ALOX15 inhib | HBB splice mod | UbGFP stabilizer | Hsp90 Hop PPI | BRCT inh green | BRCT inh red | DNA Pol III inh | Epigenetic mod
c1ccc2c(c1)nnn2Cc1nnc2sc(-c3ccc4c(c3)OCCO4)nn12
  6.31µM* | 12.8% | 15.5% | 12.6µM* | -0.1% | -6.5% | -1.7% | -0.7% | -1.4% | 11.9% | 0.0%
N#CC1=C(N)N(c2ccc(Br)cc2)C2=C(C(=O)CCC2)C1c1cccnc1 (configuration not stated)
  -5.5% | -11.7% | 10.0% | 7.2% | 0.5% | 0.0% | -3.4% | -3.0% | -2.4% | -1.7% | 0.2%

# With a hit mark in ALOX15 inhib (from the list above):
SMILES	HADH2 inhib	CRE Fsk mod	ALOX15 inhib	UbGFP stabilizer	Hsp90 Hop PPI	BRCT inh green	BRCT inh red	DNA Pol III inh	Epigenetic mod
c1ccc2c(c1)nnn2Cc1nnc2sc(-c3ccc4c(c3)OCCO4)nn12	6.31µM*	12.8%	12.6µM*	-6.5%	-1.7%	-0.7%	-1.4%	11.9%	0.0%
